High-throughput results: PubChem BioAssay, National Center for Advancing Translational Sciences (NCATS)
D2 antagonist = antagonists of human D2 dopamine receptor; P14416; HEK293 TREx D2 cells, calcium flux, dopamine EC80; inhibition, % at 10 µM; 2% of 340,000 active; AID 485344; in the data active = inhibition above about 30%; also: 0% is about no effect
Target sequence (P14416 whole entry, looked up): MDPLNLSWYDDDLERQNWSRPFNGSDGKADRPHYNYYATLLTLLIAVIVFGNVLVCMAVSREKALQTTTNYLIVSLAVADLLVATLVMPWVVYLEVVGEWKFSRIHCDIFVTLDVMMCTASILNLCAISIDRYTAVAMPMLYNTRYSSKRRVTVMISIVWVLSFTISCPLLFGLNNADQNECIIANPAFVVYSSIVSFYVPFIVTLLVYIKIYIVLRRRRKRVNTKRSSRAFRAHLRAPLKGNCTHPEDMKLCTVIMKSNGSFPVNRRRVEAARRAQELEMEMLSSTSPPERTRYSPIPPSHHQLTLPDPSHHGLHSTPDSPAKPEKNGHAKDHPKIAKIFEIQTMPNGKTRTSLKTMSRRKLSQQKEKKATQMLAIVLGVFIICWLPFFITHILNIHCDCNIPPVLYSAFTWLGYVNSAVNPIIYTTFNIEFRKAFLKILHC
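Tetracycline-induced HEK293 TREx cells expressing D2 receptor forced-coupled to calcium signalling, loaded with no-wash calcium dye. Compounds added and calcium flux read 180 s, then dopamine added at EC80 and read a further 180 s.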
D1 antag = blocks dopamine activation of the human D1 receptor. activity change, negative = inhibition, % at 10 µM. HEK293 TREx D1 cells, calcium flux, dopamine EC80; hits give low values. P21728. 3.2% of 360,000 active. AID 504652; in the data active = activity change below about -30%; also: % is scaled to controls: 0 for no effect and ±100 for the full control effect
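Allosteric or orthosteric antagonism assessed as attenuation of the calcium response to EC80 dopamine, added 180 s after compound, in induced HEK293 Trex D1 cells loaded with no-wash calcium dye.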
RXFP1 antagonist = blocks the human relaxin receptor RXFP1; HEK293-RXFP1, relaxin-stimulated cAMP HTRF, 30 min; hits give low values; AID 1259400; Q9HBX9; activity change, negative = inhibition, % at 57.5 µM; 0.59% of 350,000 active;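 active = activity change of -60% or lower, but not beyond a set lower limit; inconclusive = change between -60% and -40%, or beyond the set limit; inactive = change above -40%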; also: % is scaled to controls: 0 for no effect and ±100 for the full control effect
D1 potentiator = potentiators of human D1 dopamine receptor. HEK293 TREx D1 cells, calcium flux, dopamine EC20 potentiation. potentiation, % at 10 µM. 0.036% of 360,000 active; in the data active = potentiation above about 30%; also: 0% is about no effect
TRHR PAM = allosterically enhances the human TRH receptor | P34981 | TRHR cells, fluo-8 calcium fluorescence, EC20 TRH enhancement | enhancement, % at 2 µM | 0.66% of 360,000 active; in the data active = enhancement above about 30%; also: 0% is about no effect
Target sequence (P34981 whole entry, looked up): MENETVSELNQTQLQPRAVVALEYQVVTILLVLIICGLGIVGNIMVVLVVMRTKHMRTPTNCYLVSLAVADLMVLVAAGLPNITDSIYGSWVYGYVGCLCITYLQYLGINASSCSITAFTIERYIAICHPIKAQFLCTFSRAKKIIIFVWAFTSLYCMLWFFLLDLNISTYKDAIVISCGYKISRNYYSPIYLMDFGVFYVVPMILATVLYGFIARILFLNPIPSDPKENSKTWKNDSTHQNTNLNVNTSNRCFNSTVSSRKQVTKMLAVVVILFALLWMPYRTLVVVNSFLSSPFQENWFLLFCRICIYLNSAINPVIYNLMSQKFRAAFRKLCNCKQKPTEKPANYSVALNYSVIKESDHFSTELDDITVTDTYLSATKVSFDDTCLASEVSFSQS
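Enhancer read-out: after compound pinning and an initial kinetic agonist-mode read, an EC20 of TRH (10 nM final) was injected and fluo-8 calcium signal (Ex 480/Em 530) followed at 1 s/cycle for 100 cycles in TRHR-expressing cells.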
TRHR agonist = activates the human TRH receptor; TRHR cells, calcium flux fluo-8, FDSS agonist mode; activation, % at 2 µM; 0.18% of 360,000 active; AID 493084; also: 0% is about no effect
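In this calcium-flux screen, cells bearing human TRHR are dye-loaded with fluo-8, baselined for 10 cycles, then exposed to library compounds; positive kinetic calcium responses during the agonist phase mark hits, with TRH as control.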
D2 PAM = positive allosteric modulators of human D2 dopamine receptor; AID 485347; HEK293 T-REx D2, calcium flux, EC20 dopamine potentiation; 0.34% of 340,000 active; potentiation, % at 10 µM;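 active = potentiation over 3 SD above the plate norm, cut at about 30% in these data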; also: 0% is about no effect
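Primary screen. Calcium kinetics in induced HEK293 T-REx D2 cells: compound pre-addition 180 s, EC20 dopamine, 180 s more.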
D2 agonist = agonists of human D2 dopamine receptor | P14416 | HEK293 T-REx D2 cells, calcium flux agonist mode | activation, % at 2 µM | 0.53% of 340,000 active;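 active = activation over 3 SD above normal in the single-dose calcium agonist read, cut at about 30% in these data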; also: 0% is about no effect
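Agonism is scored from calcium flux in a force-coupled, inducible HEK293 cell line expressing D2, read kinetically for 180 s after compound addition against dopamine controls.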
D1 ag = activates the human D1 dopamine receptor | P21728 | HEK293 T-REx D1 cells, calcium flux, agonist mode | activation, % at 2 µM | 1% of 360,000 active | AID 504660; also: 0% is about no effect
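Agonism was scored from calcium flux recorded over 180 s (1 read/s) after pintool compound addition, following a 10-cycle baseline. Cells were inducible force-coupled HEK293 TREx D1, plated overnight at 30 C and loaded with no-wash calcium dye.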
Active calls of the source: *; ? = inconclusive; . = no result given. Rule as the data show it, unless noted: active = activation above about 30%; inactive = the rest.

SMILES	D2 antagonist	D1 antag	RXFP1 antagonist	D1 potentiator	TRHR PAM	TRHR agonist	D2 PAM	D2 agonist	D1 ag
COc1ccc(C(=O)N/C(=C\c2cccs2)c2nc3ccccc3[nH]2)cc1OC	-29	-2	8	0	14	-0.1	18	0.4	0
Cc1cc(C)c2[nH]c(C(=O)N3CCC(n4nccc4NC(=O)C4CC4)CC3)c(C)c2c1	3	3	-4	-4	6	-0.6	4	-0.2	-1
Cc1nc(NC(CC(C)C)C(=O)O)c2nc(C)oc2n1 (stereo not drawn)	9	-13	4	2	-3	-0.1	-8	1.7	0
CS(=O)(=O)c1ccc(C(=O)Nc2ccc(N3CCOCC3)cc2)c(Cl)c1	-17	9	-10	-4	-1	0.4	11	0.9	3
CCOC(=O)CCSc1nc(C)cc(C(F)(F)F)c1C#N	-12	-13	-8	-6	-4	2.9	-5	0.8	11
COc1ccccc1Nc1nnc(SCC(=O)NC2CCCC2)s1	-16	-8	1	-2	-9	-1.2	-13	0.0	0
COCCCn1c2nc3ccccc3nc2c2c(=O)n(-c3ccccc3OC)cnc21	-15	-3	-6	0	10	1.6	8	-0.8	0
COc1cccc(NC(=O)N2CCN(c3ccc(C(F)(F)F)cn3)CC2)c1	17	-4	4	-2	1	0.1	10	1.2	9
CCCCC(=O)NC(=S)Nc1c(C)cc(Br)cc1C	23	-29	-4	3	4	0.1	-19	1.2	6
Cc1cccc(C)c1NC(=O)CCCn1nc(C)c2c(C)n(-c3ccccc3)nc2c1=O	-3	3	-17	4	1	0.1	9	-1.1	-1
Cc1cnc(C(=O)OCC(=O)Nc2ccc(Br)cc2F)cn1	2	9	0	-2	1	0.4	-7	-0.4	0
CC(C)Oc1ccc(CC(=O)NNC(=S)Nc2ccc(Br)cc2)cc1	8	-4	-39	0	1	0.3	-5	-1.3	0
CSc1cccc(NC(=O)CN(c2ccc(C)cc2C)S(C)(=O)=O)c1	1	-1	3	-5	0	0.4	2	0.3	3
Cc1cc(C)n(-c2ccc(C(=O)OCC(=O)NCc3ccco3)cc2)n1	-13	-7	-3	-2	2	-0.2	16	-0.6	0
OCC1(C2=NOC(O)(C(F)(F)F)C2)CCCCC1 (stereo not drawn)	-9	2	3	-8	5	0.0	14	-0.1	-1
CCOC(=O)c1cnc2ccc(C)cc2c1NCCO	-17	3	1	3	2	-0.5	4	-0.3	0
O=C(c1ccc2c(c1)OCO2)N(c1ccc(Br)cc1)C1C=CS(=O)(=O)C1 (stereo not drawn)	2	-12	-21	-1	-13	-0.7	2	-0.5	2
c1csc(CNc2ncnc3nc[nH]c23)c1	-9	11	.	1	-1	0.7	-7	1.8	6
CSc1nc(NCCOC(C)=O)c(C#N)c(-c2ccc(C(C)(C)C)cc2)n1	.	24	1	6	-3	-1.0	12	-1.8	6
CSc1cccc(NS(=O)(=O)c2ccc(C(C)=O)cc2)c1	4	-15	3	-9	28	0.6	3	0.2	6
CCC(C)Nc1nc(N)c([N+](=O)[O-])c(Nc2cc(OC)ccc2OC)n1 (stereo not drawn)	7	23	5	7	2	-0.7	-3	-0.4	5
CC(=O)N1CCOc2ccc(S(=O)(=O)N3CCC(C(=O)Nc4ccccc4F)CC3)cc21	4	-4	-8	-8	-6	-0.1	-5	-0.1	0
NC(=O)c1ccsc1NC(=O)COC(=O)c1cnccn1	1	-3	1	0	-2	1.1	2	-0.4	0
CCCCc1n[nH]c2c1/C(=N/O)CC(C)(C)C2	-2	-8	16	-8	0	0.2	2	-0.2	1
Cn1c(SCC(=O)Nc2ccc(Br)cc2)nc(O)cc1=O	1	-1	?	0	4	0.0	-6	0.3	1

(further entries)
SMILES	D2 antagonist	D1 antag	RXFP1 antagonist	D1 potentiator	TRHR PAM	TRHR agonist	D2 PAM	D2 agonist	D1 ag
COc1ccc(N2CCN(C(=O)C3CCN(S(=O)(=O)c4cnc[nH]4)CC3)CC2)cc1	.	-9	1	0	-2	0.3	-3	0.2	0
Cc1ccc(S(=O)(=O)N(C)CC(=O)Nc2cccc(C)n2)cc1	-2	3	-3	-1	1	-0.6	-2	0.7	2
Cc1cc(NC(=O)COc2ccc(Cl)cc2Cl)n(-c2ccccc2)n1	9	-1	-15	-1	-4	0.1	4	-0.9	3
CCN1CCN(c2cc3nc(C)n(Cc4ccccc4)c(=O)c3cc2NC(=O)c2ccccc2F)CC1	-6	5	2	-1	10	-0.8	-27	-1.4	16
CC1CCN(C(=O)C2CCCCN2S(=O)(=O)c2cccc([N+](=O)[O-])c2)CC1 (stereo not drawn)	-12	12	-5	-10	-8	-0.1	3	0.9	0
O=C(c1ccco1)N1CCN(c2ncnc3c2[nH]c2ccc(Cl)cc23)CC1	-1	7	.	-9	1	-0.1	6	-1.5	4
COc1ccc(-c2nnn(CC(=O)N(CC(=O)NC3CCCC3)Cc3ccco3)n2)cc1OC	-23	-2	5	1	-3	0.0	16	0.5	1
CCNCCC(=O)N1c2ccccc2Sc2ccc(C(F)(F)F)cc21	73*	-2	-15	-4	-7	9.1	-24	9.2	12
CC1=NC(=O)C(N=Nc2cccc(O)c2)N1c1ccccc1 (stereo not drawn)	5	-13	-4	-4	1	0.3	5	0.2	2
CN=C1S/C(=C\c2ccc(SC)cc2)C(=O)N1C	-6	4	-2	-7	7	-2.2	20	-0.5	5
O=C(Nc1ccc(Cl)c([N+](=O)[O-])c1)c1cnccn1	-1	5	2	-2	5	0.0	8	-0.5	3
Nc1nc2n(n1)C(c1ccco1)CC(c1ccccc1)N2 (stereo not drawn)	-2	4	-10	-2	-3	0.3	-4	-1.1	0
C/C(=N\NC(=O)c1ccoc1C)c1ccccc1O	.	-15	11	-9	3	-1.2	.	.	2
COC(=O)/C(=N/Nc1ccccc1C)Sc1nnc(C(O)c2ccccc2)n1-c1ccccc1 (stereo not drawn)	.	0	-3	-2	1	-0.8	.	.	3
COC(=O)CSc1nnc(-c2cccc(O)c2)o1	.	8	2	-3	0	0.0	4	-4.6	2
Cc1ccccc1CSc1nc2n(n1)C(c1cccs1)C1=C(CCCC1=O)N2 (stereo not drawn)	-19	-8	16	1	-4	-0.4	9	-0.7	3
Cc1ccc(N2CCN(C(=O)c3ccccc3NC(=O)C3CC=CCC3C(=O)O)CC2)cc1 (stereo not drawn)	14	-4	-9	0	-6	-0.2	4	-0.3	1
CCCCOc1ccc(C(=O)N2CCNC(=O)C2)cc1	-5	3	0	.	-1	-1.0	1	1.1	2
CCC(C)c1c(O)nc(SCC(=O)N2CCCCC2)[nH]c1=O (stereo not drawn)	8	8	11	-9	-8	1.4	-8	0.3	2
CCOC(=O)C1C(=O)CC(C)(O)C(C(=O)OCC)C1/C=C/c1ccccc1 (stereo not drawn)	-30	-5	.	-4	-1	-0.3	-16	-1.2	2
O=C(COc1ccc(CO)cc1)Nc1ccc(F)cc1	-14	-16	-29	-8	0	0.2	-5	-0.2	1
COC(=O)CCCC1=CC2=C(c3ccccc3)C(=O)C(C)(OC(=O)C3CCCC3)C(=O)C2=CN1C1CCCCC1 (stereo not drawn)	2	-9	.	-4	-5	-0.2	-9	0.4	2
COc1cccc(OC)c1C(=O)N1CC(C)OC(C)C1 (stereo not drawn)	-7	7	28	2	2	-0.1	-4	0.9	0
CC(OC(=O)C1=NN(c2ccccc2)C(=O)CC1)C(=O)NC1CCCCC1C (stereo not drawn)	12	-10	-5	-4	2	0.4	1	0.0	2
COc1ccc(S(=O)(=O)NC2CC3CCC2C3)cc1 (stereo not drawn)	3	14	-16	-9	-1	-0.1	-4	1.2	1

Looked up by structure from the entries so far:
SMILES	D2 antagonist	D1 antag	RXFP1 antagonist	D1 potentiator	TRHR PAM	TRHR agonist	D2 PAM	D2 agonist	D1 ag
CSc1nc(NCCOC(C)=O)c(C#N)c(-c2ccc(C(C)(C)C)cc2)n1	.	24	1	6	-3	-1.0	12	-1.8	6
O=C(COc1ccc(CO)cc1)Nc1ccc(F)cc1	-14	-16	-29	-8	0	0.2	-5	-0.2	1
CN=C1S/C(=C\c2ccc(SC)cc2)C(=O)N1C	-6	4	-2	-7	7	-2.2	20	-0.5	5

Among those listed so far, these contain a thiophene ring, fused or not.
SMILES	D2 antagonist	D1 antag	RXFP1 antagonist	D1 potentiator	TRHR PAM	TRHR agonist	D2 PAM	D2 agonist	D1 ag
COc1ccc(C(=O)N/C(=C\c2cccs2)c2nc3ccccc3[nH]2)cc1OC	-29	-2	8	0	14	-0.1	18	0.4	0
c1csc(CNc2ncnc3nc[nH]c23)c1	-9	11	.	1	-1	0.7	-7	1.8	6
NC(=O)c1ccsc1NC(=O)COC(=O)c1cnccn1	1	-3	1	0	-2	1.1	2	-0.4	0
Cc1ccccc1CSc1nc2n(n1)C(c1cccs1)C1=C(CCCC1=O)N2 (stereo not drawn)	-19	-8	16	1	-4	-0.4	9	-0.7	3

Single records, from the list above. Order of screens: D2 antagonist | D1 antag | RXFP1 antagonist | D1 potentiator | TRHR PAM | TRHR agonist | D2 PAM | D2 agonist | D1 ag
`COC(=O)/C(=N/Nc1ccccc1C)Sc1nnc(C(O)c2ccccc2)n1-c1ccccc1` (stereo not drawn) is entered as . | 0 | -3 | -2 | 1 | -0.8 | . | . | 3
`COc1ccc(-c2nnn(CC(=O)N(CC(=O)NC3CCCC3)Cc3ccco3)n2)cc1OC` is entered as -23 | -2 | 5 | 1 | -3 | 0.0 | 16 | 0.5 | 1
`CCOC(=O)CCSc1nc(C)cc(C(F)(F)F)c1C#N` is entered as -12 | -13 | -8 | -6 | -4 | 2.9 | -5 | 0.8 | 11

Carrying on:
SMILES	D2 antagonist	D1 antag	RXFP1 antagonist	D1 potentiator	TRHR PAM	TRHR agonist	D2 PAM	D2 agonist	D1 ag
CCCS(=O)(=O)n1nc(-c2ccccc2)cc1N	24	21	.	.	4	-0.7	-3	-0.4	2
CCN(Cc1ccccc1)c1ncnc2c1cnn2-c1ccc(F)cc1	.	-5	-24	-3	-3	1.5	2	0.7	8
COc1cc2cc(CCCOC(=O)c3ccc4c(c3)OCO4)oc(=O)c2cc1OC	-19	.	.	2	-2	-0.8	9	-1.2	-4
CCN=C(N/N=C/c1ccc([N+](=O)[O-])cc1)SC	.	1	-6	6	-1	-0.5	.	.	0
COc1cc2cc(C(=O)N3CCc4ccccc4C3)[nH]c2cc1OC	-6	-33*	-7	-7	1	-1.0	5	0.9	-1
Cc1nc2sc(C(N)=O)c(N)c2c(-c2ccc(Br)cc2)c1C(=O)Nc1ccc(Cl)cc1	.	0	-6	3	0	-0.4	4	0.4	3
O=C(/C=C/c1ccc(Cl)cc1)Nc1ccc(CN2CCOCC2)cc1	5	-19	-11	-6	0	1.1	1	1.3	14

Structures above marked active in D1 antag:
SMILES,D2 antagonist,D1 antag,RXFP1 antagonist,D1 potentiator,TRHR PAM,TRHR agonist,D2 PAM,D1 ag
COc1cc2cc(C(=O)N3CCc4ccccc4C3)[nH]c2cc1OC,-6,-33*,-7,-7,1,-1.0,5,-1

Compounds as they come. About 7.3% of those tested had a hit in this group.
